# ARNT TACC3 PPI: disruptors of ARNT/TACC3 protein interaction, primary screen, biochemical, AlphaScreen, single concentration. Transforming acidic coiled-coil-containing protein 3 (Homo sapiens), Q9Y6A5. AlphaScreen His-ARNT PAS-B/GST-TACC3 binding, luminescence; TACC3 fragment carries E629A point mutation. actives 0.66% (n = 390,000). AID 623870, 2012. inhibition, % at 9.99 µM;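 active = mean inhibition of replicates at least 50% and at least half of replicates each reaching 50%; inconclusive = half or more replicates reach 50% but mean below 50%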;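 note: 0% = complete ARNT plus TACC3 wells and 100% = ARNT alone without TACC3; many hits fall short of the cut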
# PAX8 inh HTS: inhibitors of PAX8-driven TPO luciferase reporter, primary screen, RMG-I cells, single concentration | SteadyGlo, 24 h | inhibition, % at 12.6 µM | actives 1.2% (n = 360,000);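 active = mean replicate inhibition at least 60% with every replicate also reaching 60%; inconclusive = only one of the two criteria is met; inactive = mean below 60% and not all replicates reaching 60%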;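 note: luciferase light reporting Pax8 driven TPO promoter activity; plate controls were median of neutral control wells for no effect and mitoxantrone controls for full effect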
# * marks the source's active call; other numbers are inactive results; ? = inconclusive; & = joins results of further samples.
SMILES,ARNT TACC3 PPI,PAX8 inh HTS
Cn1c(SCCOc2ccc(Cl)cc2)nnc1-c1ccncc1,6.7,-25.3
Cc1ccc(Cl)cc1N1CCN(S(=O)(=O)c2ccc3c(c2)oc(=O)n3C)CC1,-6.4,5.2
O=C(NCc1ccco1)c1ccc(S(=O)(=O)N2CCOCC2)cc1,4.8,-7.7
C=C(C)C(=O)Nc1ccc(OC(F)(F)C(F)F)c(NC(=O)C(=C)C)c1,1.0,2.7
COCCCNC(=O)CSc1ccc(Cl)cc1,-3.2,6.4
COC(=O)c1ccc(NC(=O)Cc2ccccc2)cc1,-30.2,-62.8
Cc1cc2oc(=O)cc(CN3CCC(C)CC3)c2c(C)c1Cl,-4.5,-23.8
CCOC(=O)/C=C1\SCC(=O)N1CC(=O)Nc1ccccc1OC(F)F,-6.9,-11.6
N#CCOc1nc(N2CCOCC2)nc(N2CCOCC2)n1,-2.8,-0.3
COc1ccc(NC(=O)CSc2nc3ccccc3c(=O)n2CCC(=O)N2CCCCC2)cc1,7.3,16.7
CN(C)/C=C(\C#N)C(=O)c1cccc(Oc2ccc(Br)cc2)c1,-16.7,-17.9
Cc1ccc(-c2nnc3c4ccccc4c(C)nn23)cc1S(=O)(=O)N1CCN(C)CC1,6.4,9.1
O=C1OCCC1Sc1nnnn1-c1ccccc1 (stereo unspecified),-4.1,-8.8
COC(=O)c1ccc2c(=O)n(CC3CCCO3)c(SCC(=O)Nc3ccccc3OC)nc2c1 (stereo unspecified),-3.1,13.6
CC(C)C(NC(=O)c1ccc(Cl)cc1)C(=O)NC1=NCCS1 (stereo unspecified),-7.9,11.4
CC(C)CCNC(=O)NC(=O)CSc1nnc(COc2ccccc2Cl)o1,6.4,-6.0
CCOC(=O)C1CCN(C(=O)CCN2C(=O)C3C4C=CC(C4)C3C2=O)CC1 (stereo unspecified),-0.6,0.4
CCOC(=O)Cc1csc(NC(=O)CSc2nc(N)c3c(C)c(C)sc3n2)n1,-2.6,5.0
CCCCN(CCCC)S(=O)(=O)c1ccc(N2CCCC2=O)c([N+](=O)[O-])c1,-0.7,1.1
COc1ccc(Cc2nn[nH]n2)cc1,-2.9,6.9
Cc1c(NC(=O)C(C)OC(=O)CNC(=O)c2ccc(C(C)(C)C)cc2)c(=O)n(-c2ccccc2)n1C (stereo unspecified),-3.2,-11.9
CCOc1ccc(OCC)c(NC(=O)C2COc3ccccc3O2)c1 (stereo unspecified),-3.3,10.1
O=C(COC(=O)C1CCN(S(=O)(=O)c2cc([N+](=O)[O-])ccc2Cl)CC1)Nc1ncc(Cl)cc1Cl,5.8,2.3
Cc1c(NC(=O)c2cc3nc(-c4ccc(Cl)cc4)cc(C(F)(F)F)n3n2)c(=O)n(-c2ccccc2)n1C,14.9,1.9
CCN1C(=O)/C(=C/c2cccs2)N(C)C1=S,6.9,-9.0
COc1ccc(-c2n[nH]c(C)c2-c2cc(OC)ccc2O)cc1,1.8,7.0
Cc1cc(Oc2cnn(C(C)(C)C)c(=O)c2Cl)cc(C(C)C)c1,-17.9,24.5
N#CCn1c(C2CCCCC2)nc2ccccc2c1=O,2.3,-12.3
NC(=O)CSC1=Nc2ccccc2C2=NC(CCC(=O)NCc3ccc(F)cc3)C(=O)N12 (stereo unspecified),19.5,-6.3
CC1CC(C)CN(CCCNC(=O)c2csc3c2CCCC3)C1 (stereo unspecified),7.3,11.4
Cc1ccc(C)c(N(C)S(=O)(=O)c2cccc3nsnc23)c1,-1.0,20.5
Cc1cccc(-c2nnc(SCC#N)n2-c2ccccc2)c1,-11.1,14.7
CCOC(=O)/C(C#N)=C/Nc1ccccc1OC,-3.0,-166.1
COc1ccc(CCN2C(=O)c3[nH]nc(-c4ccccc4O)c3C2c2ccccc2)cc1OC (stereo unspecified),-0.6,29.3
COC(CNC(=O)c1cccc2c1C(=O)N(Cc1cccnc1)C2)OC,-5.2,-2.3
COc1ccc(-n2ncc3c(NCc4ccco4)ncnc32)cc1,-3.2,-165.4

# Laid out differently: results already given.
mol	ARNT TACC3 PPI	PAX8 inh HTS
COc1ccc(CCN2C(=O)c3[nH]nc(-c4ccccc4O)c3C2c2ccccc2)cc1OC (stereo unspecified)	-0.6	29.3
COC(CNC(=O)c1cccc2c1C(=O)N(Cc1cccnc1)C2)OC	-5.2	-2.3

# Continuation.
SMILES,ARNT TACC3 PPI,PAX8 inh HTS
COC(=O)c1oc2ccc(Cl)cc2c1-n1cccc1,-0.2,5.5
CCOC(=O)C1CCN(C(=O)Nc2ccccc2Cl)CC1,1.4,-14.5
CNc1nc(Sc2ccc(C)cc2)cc(C(F)(F)F)n1,-4.6,-14.1
CC(=O)N(CCC(c1ccccc1)c1ccco1)Cc1cccs1 (stereo unspecified),0.1,3.4
CCn1c(SCC(=O)O)nc2sc3c(c2c1=O)CCC3,-29.9,-7.7
COc1cccc(NC(=O)N2CCN(c3cccc(C)c3C)CC2)c1,-2.2,-79.8
CCOc1ccc(NC(=S)Nc2ccc(C)c([N+](=O)[O-])c2)cc1,-2.5,-1.7
C=CCOc1ccc2c(OC)c3ccoc3nc2c1OC,5.1,-24.5
CC(=O)NCCn1c(SCC(=O)NCCC(C)C)nc2ccccc2c1=O,-4.0,13.4
COc1ccc(CN2C(=O)C(O)(CC(=O)c3c(C)n[nH]c3C)c3ccccc32)cc1OC (stereo unspecified),-12.7,14.2
COC(=O)c1[nH]c2cc(OC)ccc2c1NC(=O)CN1CCN(c2cccc(C)c2)C(C)C1 (stereo unspecified),14.1,-1.8
N=c1c2c(-c3ccccc3)c(-c3ccccc3)oc2ncn1CCN1CCOCC1,7.0,32.2

# 27 entries from above in another layout.
Molecule	ARNT TACC3 PPI	PAX8 inh HTS
CCCCN(CCCC)S(=O)(=O)c1ccc(N2CCCC2=O)c([N+](=O)[O-])c1	-0.7	1.1
COc1ccc(Cc2nn[nH]n2)cc1	-2.9	6.9
Cc1c(NC(=O)C(C)OC(=O)CNC(=O)c2ccc(C(C)(C)C)cc2)c(=O)n(-c2ccccc2)n1C (stereo unspecified)	-3.2	-11.9
CCOc1ccc(OCC)c(NC(=O)C2COc3ccccc3O2)c1 (stereo unspecified)	-3.3	10.1
O=C(COC(=O)C1CCN(S(=O)(=O)c2cc([N+](=O)[O-])ccc2Cl)CC1)Nc1ncc(Cl)cc1Cl	5.8	2.3
Cc1c(NC(=O)c2cc3nc(-c4ccc(Cl)cc4)cc(C(F)(F)F)n3n2)c(=O)n(-c2ccccc2)n1C	14.9	1.9
CCN1C(=O)/C(=C/c2cccs2)N(C)C1=S	6.9	-9.0
COc1ccc(-c2n[nH]c(C)c2-c2cc(OC)ccc2O)cc1	1.8	7.0
Cc1cc(Oc2cnn(C(C)(C)C)c(=O)c2Cl)cc(C(C)C)c1	-17.9	24.5
N#CCn1c(C2CCCCC2)nc2ccccc2c1=O	2.3	-12.3
NC(=O)CSC1=Nc2ccccc2C2=NC(CCC(=O)NCc3ccc(F)cc3)C(=O)N12 (stereo unspecified)	19.5	-6.3
CC1CC(C)CN(CCCNC(=O)c2csc3c2CCCC3)C1 (stereo unspecified)	7.3	11.4
Cc1ccc(C)c(N(C)S(=O)(=O)c2cccc3nsnc23)c1	-1.0	20.5
Cc1cccc(-c2nnc(SCC#N)n2-c2ccccc2)c1	-11.1	14.7
CCOC(=O)/C(C#N)=C/Nc1ccccc1OC	-3.0	-166.1
COc1ccc(CCN2C(=O)c3[nH]nc(-c4ccccc4O)c3C2c2ccccc2)cc1OC (stereo unspecified)	-0.6	29.3
COC(CNC(=O)c1cccc2c1C(=O)N(Cc1cccnc1)C2)OC	-5.2	-2.3
COc1ccc(-n2ncc3c(NCc4ccco4)ncnc32)cc1	-3.2	-165.4
COC(=O)c1oc2ccc(Cl)cc2c1-n1cccc1	-0.2	5.5
CCOC(=O)C1CCN(C(=O)Nc2ccccc2Cl)CC1	1.4	-14.5
CNc1nc(Sc2ccc(C)cc2)cc(C(F)(F)F)n1	-4.6	-14.1
CC(=O)N(CCC(c1ccccc1)c1ccco1)Cc1cccs1 (stereo unspecified)	0.1	3.4
CCn1c(SCC(=O)O)nc2sc3c(c2c1=O)CCC3	-29.9	-7.7
COc1cccc(NC(=O)N2CCN(c3cccc(C)c3C)CC2)c1	-2.2	-79.8
CCOc1ccc(NC(=S)Nc2ccc(C)c([N+](=O)[O-])c2)cc1	-2.5	-1.7
C=CCOc1ccc2c(OC)c3ccoc3nc2c1OC	5.1	-24.5
CC(=O)NCCn1c(SCC(=O)NCCC(C)C)nc2ccccc2c1=O	-4.0	13.4

# (listing goes on)
SMILES,ARNT TACC3 PPI,PAX8 inh HTS
Cc1ccc(-c2cc(NC(=O)CCl)n(-c3ccccc3)n2)cc1,-13.3,-24.7
CCn1c(CSc2nc(C)cc(C)n2)nnc1SCC(=O)N1CCCc2ccccc21,27.0,25.3
Cn1nnc2cc(C(=O)N3CCN(c4ccccc4)CC3)ccc21,-17.8,19.0
CCOC(=O)C1=NN(c2ccccc2C)C2=NC(C)=C(C(=O)OC)C(c3cccs3)N12 (stereo unspecified),11.3,5.8
COc1ccc(Nc2nc(N3CCCCC3)nc3ccccc23)c(OC)c1,-21.5,19.3
CCOC(=O)N1CCC2(CC1)C(C#N)=C(N)Oc1n[nH]c(CSc3ccc(C)cc3)c12,-2.1,-2.1
CCOc1ccc(N2C(=O)CC(N3CCN(C(=O)c4ccco4)CC3)C2=O)cc1 (stereo unspecified),-7.7,-8.2
O=C(Nc1ccc(Cl)cn1)c1ccccc1F,-0.2,-80.1
CCCN(CCC)C(=O)c1c(NC(=O)CC)sc2c1CCCCC2,-4.7,19.4
O=C(O)CSc1nnc(-c2cccs2)n1-c1ccc(Cl)cc1,0.4,1.7
COc1cccc(C2/C(=C(\O)c3ccc4c(c3)OCCO4)C(=O)C(=O)N2CCN(C)C)c1 (stereo unspecified),-3.1,-14.8
COc1cccc(C2=NOC(C(=O)NCCCn3ccnc3)C2)c1 (stereo unspecified),5.0,-7.9
COc1ccc(OC)c(-c2c[n+](=O)c3c(n2[O-])CCCC3)c1,-6.8,-1.7
COc1ccc(N(C)C2=NS(=O)(=O)c3ccccc32)cc1,-1.7,31.2
O=C(NCCNC(=O)c1cccs1)c1ccco1,1.3,-8.9
O=C(Nc1ccc(O)cc1)c1cc(S(=O)(=O)N2CCCC2)ccc1Cl,-2.0,-2.9
CCOC(=O)c1cccc(NC(=O)CSc2nnnn2C)c1,11.6,-30.4
Cc1ccsc1C(=O)OCC(=O)N1CC(=O)Nc2ccccc21,-17.3,3.9
CCN(CC)CC(=O)Nc1c(Br)ccc2c1OCO2,-0.8,-17.3
O=C(N/N=C1\CCCc2ccccc21)c1ccc([N+](=O)[O-])cc1Cl,4.2,-33.8
Cc1ccccc1OCC(=O)NCCN1CCCC1,-1.6,17.0
CC(C)CC(NC(=O)C(NC(=O)OC(C)(C)C)C(C)C)C(=O)NC(CCC(=O)OCc1ccccc1)C(N)=O (stereo unspecified),-9.1&-11.3,6.6
COC(=O)c1ccccc1COn1c(=O)c[n+]([O-])c2ccccc21,-2.1,12.4
Cc1cc(SCC(=O)N/N=C/c2ccc(O)c(O)c2O)c(C)cc1Br,-3.1,?
COC(=O)c1ccc(-c2ccco2)n1Cc1cccc(C)c1,11.2,7.0
COCCN(CCOC)Cc1c(O)ccc2c3c(c(=O)oc12)CCC3,0.3,-22.3
N#CC1C(=O)NC(N2CCN(c3ccccc3)CC2)=NC12CCCCC2 (stereo unspecified),-14.0,1.5
COc1cccc(N2C(=O)C(c3ccccc3)=C(c3nc4ccccc4s3)C2NC(C)=O)c1 (stereo unspecified),-1.8,-9.1
COCC(C)NC(=O)c1ccc(-n2nc(C(F)(F)F)cc2-c2cccs2)cc1 (stereo unspecified),-5.4,-3.1
NC(=O)CCCCC(=O)OCCCc1cccs1,-0.3,-17.4
Cc1cc(C)c(S(=O)(=O)N(CC(=O)N2CCOCC2)C2CCCCC2)c(C)c1,15.7,8.3
COC(=O)c1ccc2c(=O)[nH]c(CN3c4ccccc4CC3C)nc2c1 (stereo unspecified),-1.3,23.9
Cc1cc(Cl)ccc1OCCCC(=O)N1CCN(C(=O)c2ccco2)CC1,-0.4,3.4
COC(=O)/C=c1/s/c(=C(\C#N)C(=O)NCc2ccco2)n(-c2ccccc2)c1=O,-3.1,4.0
O=C(CCSc1ccccc1)Nc1ccc(S(=O)(=O)N2CCOCC2)cc1,-3.6,-24.1
COc1ccc(N(CC(=O)NCC2CCCO2)C(=O)CCC(=O)Nc2nccs2)cc1 (stereo unspecified),-2.3,6.2
Cc1cc2oc(=O)cc(CN3CCC(C)CC3)c2cc1Cl,-2.1,-22.3
CC(=O)Oc1ccc(C(=O)Nc2nnc(C)s2)cc1,-4.3,-55.8
COc1ccc(C(=O)Nc2nc(-c3ccc(OC)cc3)c(-c3ccc([N+](=O)[O-])cc3)s2)cc1,4.4,3.3
CCCc1nc2ccc(NC(=O)c3ccco3)cc2c(=O)n1Cc1ccc(Cl)cc1,-1.9,5.4
CCCOC(=O)CSc1nc(N)c(C#N)c(CC)c1C#N,-4.0,-18.8
C(=N\Nc1nc2ccccc2[nH]1)/c1cccs1,3.8,-181.8
CCn1c(=O)cc(SCC(=O)NCc2ccc(C)cc2)c2ccccc21,8.2,11.7
Nc1nc(CN2CCN(c3ccccn3)CC2)nc(Nc2ccc(F)cc2)n1,14.7,22.7

# Screens (PubChem)

# Some of the compounds tested. The share of hits here may be higher or lower than overall.
